Growth percent in the NCI-60 one-dose screen (48 h, 10 µM unless noted): 100 = growth as untreated, 0 = no growth, -100 = all killed.
OVCAR-3: OVCAR-3 ovarian cancer; 79,000 tested, 7% active; AID 1794787
OVCAR-8: OVCAR-8 ovarian cancer. 81,000 tested, 4.4% active
DU-145: DU-145 prostate cancer; 81,000 tested, 4.2% active
OVCAR-5: OVCAR-5 ovarian cancer. AID 1794783. 82,000 tested, 2.9% active
PC-3: PC-3 prostate cancer cells | 80,000 tested, 3.9% active | AID 1794754
SF-295: SF-295 CNS cancer cells; 79,000 tested, 5.6% active; AID 1794758
SK-OV-3: SK-OV-3 ovarian cancer cells | 80,000 tested, 3.2% active
OVCAR-4: OVCAR-4 ovarian cancer cells; 80,000 tested, 3.7% active; AID 1794784
U251: U251 CNS tumor cells; 80,000 tested, 5.4% active; AID 1794753
* = called active by the depositor; / = no result given; & = joins results of further samples; ! = repeats disagree. Rule for the calls: active = growth percent below 10; inactive = the rest.

SMILES	OVCAR-3	OVCAR-8	DU-145	OVCAR-5	PC-3	SF-295	SK-OV-3	OVCAR-4	U251
Cc1ccc2oc(=O)cc(/C=N\Nc3nc(-c4ccc(Cl)cc4Cl)cs3)c2c1	110	96	102	100	89	98	94	99	94
C#Cc1cnc(Nc2ccc(OC)cc2)nc1NCCCNC(=O)C1CCC1	75	61	59	83	68	67	98	81	65
CN(C)c1nc(Cl)nc2c1nc(Cl)n2C1CCCCO1 (stereo not given)	128	116	110	99	103	121	108	/	116
COc1cccc(-c2nn(C)c3sc(C(=O)NCCN4CCN(c5ccccc5F)CC4)cc23)c1	65	88	89	88	38	-56*	89	/	59
N#C/C(=C\c1ccc2c(c1)OCO2)C(=O)Nc1sc2c(c1C#N)CCCC2	/	105	108	114	103	97	109	106	98
COc1ccc(CC(C)=C(c2ccc(OCCN3CCCCCC3)cc2)c2ccc(OCCN3CCCCCC3)cc2)cc1	-89*	-78*	-96*	-96*	-87*	-93*	-90*	-84*	-91*
Cc1ccc(/C(=N\N=C(N)N)C2CC2)cc1C	105	110	117	97	90	100	104	102	105
O=C(CSc1nc2sc3c(c2c(=O)n1-c1ccc(Cl)cc1)CCCC3)Nc1nc(-c2ccc(Cl)cc2)cs1	86	67	75	95	58	55	104	87	78
c1ccc2c(c1)CCCN2c1nc(N2CCCCC2)nc(N2CCOCC2)n1	104	95	106	120	93	98	95	117	96
CC1(O)CCC2CC3OC3(CO)CCC3OC3(C)CCC1C2(C)C (stereo not given)	106	114	104	105	/	101	102	94	111
Nc1ccc(O)c2ccccc12	72	90	97	115	67	109	92	87	92
C=CCn1c(-c2ccccn2)n[nH]c1=S	108&108	104&102	111&110	104	103&101	89&108	105&104	102&102	99
O=C(Nc1ccc(Br)cc1)N1CCN(C(=O)Nc2ccc(Br)cc2)CC1	113	102	107	102	99	113	95	112	100
COc1cc2cc(Sc3ccc(NC(=O)c4ccc(Cl)c(C(F)(F)F)c4)cc3)c(C)nc2cc1OC	104	99	104	107	91	99	97	94	103
CC/C(=C\c1ccccc1O)c1ccncc1	109	101	117	100	86	119	104	90	97
COc1ccc(N=Nc2c(N)nn3c2NC2=C(CCC/C2=C/c2ccc(Cl)cc2)C3c2ccc(Cl)cc2)cc1 (stereo not given)	113	98	110	109	87	102	88	107	99
COc1cc2c(cc1-c1c(C)noc1C)ncc1nc(C3CCOCC3)n([C@H](C)COC(F)F)c12	35	43	69	68	34	50	1.3*	48	52
Ic1ccccc1I	110	97	116	98	100	106	106	101	99
Cc1ccc(CSc2nc(-c3ccc(F)cc3)c(C#N)c(N3CCOCC3)n2)cc1	106	76	98	94	94	68	88	80	87
CN(C)c1c([N+](=O)[O-])cc(N2C(=O)C=CC2=O)cc1[N+](=O)[O-]	126&114	98&91	114&113	107&96	113&96	104&108	118&112	115&106	101&104

In the list so far, 4 contain fluorine.
SMILES	OVCAR-3	OVCAR-8	DU-145	OVCAR-5	PC-3	SF-295	SK-OV-3	OVCAR-4	U251
COc1cccc(-c2nn(C)c3sc(C(=O)NCCN4CCN(c5ccccc5F)CC4)cc23)c1	65	88	89	88	38	-56*	89	/	59
COc1cc2cc(Sc3ccc(NC(=O)c4ccc(Cl)c(C(F)(F)F)c4)cc3)c(C)nc2cc1OC	104	99	104	107	91	99	97	94	103
COc1cc2c(cc1-c1c(C)noc1C)ncc1nc(C3CCOCC3)n([C@H](C)COC(F)F)c12	35	43	69	68	34	50	1.3*	48	52
Cc1ccc(CSc2nc(-c3ccc(F)cc3)c(C#N)c(N3CCOCC3)n2)cc1	106	76	98	94	94	68	88	80	87

(list continues)
SMILES	OVCAR-3	OVCAR-8	DU-145	OVCAR-5	PC-3	SF-295	SK-OV-3	OVCAR-4	U251
CC(=O)OCC1OC2OC(C)(C)OC2C1O (stereo not given)	113	104	120	104	94	80	92	106	104
C=C(C)[C@@H]1CC[C@]2(C=NCCC(=O)O)CC[C@]3(C)[C@H](CC[C@@H]4[C@@]5(C)CCC(=NCCC(=O)O)C(C)(C)[C@@H]5CC[C@]43C)[C@@H]12	119	100	116	95	95	98	104	105	/
O=C1OCCN1c1ccccc1	114	105	108	94	101	98	112	108	96
O=C(N=P(c1ccccc1)(c1ccccc1)c1ccccc1)c1ccccc1	116	93	118	85	83	92	100	94	/
COc1ccccc1N1C(=N)S/C(=C\c2ccc(OCc3ccccc3F)cc2)C1=O	87	55	102	101	67	95	102	87	79
CC(C)CC(=O)CC(=O)C(F)(F)F	104	102	103	105	98	86	106	119	97
COc1cc(/C=N/NC(=O)c2ccc3nc(-c4ccc(Cl)cc4)[nH]c3c2)cc(OC)c1OC	-90*!	-63*!	-29*!	63&172	-42*!	-74*!	-25*!	-52*!	-87*!
CCCCNCC(O)c1cc(-c2ccc(C(F)(F)F)cc2)nc(-c2ccc(C(F)(F)F)cc2)c1 (stereo not given)	-91*	-71*	6.1*	-75*	-81*	/	-76*	-94*	-92*
O=C1C=CC(=Nc2ccc(O)c3ncccc23)c2cccnc21	82	102	67	133	82	82	91	102	63
CNCCNc1nc2ccccc2c2c(=O)c3cc(F)ccc3sc12	40	17	12	86	34	95	/	49	-53*
O=c1/c(=C\C=C\c2ccccc2)sc2n1CCN=2	102	104	101	96	99	98	102	108	93
COc1ccc2c(NCCCCCCCCNc3c4ccccc4nc4cc(OC)ccc34)c3ccccc3nc2c1	-100*	-43*	-100*	-92*	-100*	-92*	-100*	-97*	-100*
CCn1cc(C(=O)N/N=C(\C)c2cccs2)c(=O)c2ccc(C)nc21	93	96	100	94	91	93	97	101	99
COc1ccc(-c2nc(N/N=C/c3cccc(Br)c3)nc(N3CCOCC3)c2C#N)cc1	75	70	50	111	48	54	97	81	52
COc1ccc(/C=C/C=C/C(=O)c2ccc(NC(=O)Nc3ccc([N+](=O)[O-])cc3)cc2)cc1	46	65	68	81	46	65	107	/	56
CCCC(=O)OC(NC(=O)NC(OC(=O)CCC)C(Cl)(Cl)Cl)C(Cl)(Cl)Cl (stereo not given)	107	93	103	98	82	98	81	98	86
CCOc1ccc(NC(C)=O)c([N+](=O)[O-])c1	98&110	105&104	99&111	110	105&102	101&107	113&111	96&123	104&96
CCCCCCCCCCCC(=O)OC(C)C(=O)NCCCC (stereo not given)	107	100	105	107	96	102	102	108	94
Nc1nc(-c2cc(C(c3ccccc3)c3ccccc3)nc(N)n2)cc(C(c2ccccc2)c2ccccc2)n1	106	102	105	94	95	96	104	100	96
CCOC(=O)c1sc2nc(-c3ccc(O)cc3)nc(N3CCOCC3)c2c1C	62	72	54	80	55	75	96	64	74

Exported with values under each structure: 3 of the compounds above.
Order of values – OVCAR-3 | OVCAR-8 | DU-145 | OVCAR-5 | PC-3 | SF-295 | SK-OV-3 | OVCAR-4 | U251
COc1ccc2c(NCCCCCCCCNc3c4ccccc4nc4cc(OC)ccc34)c3ccccc3nc2c1
→ -100* | -43* | -100* | -92* | -100* | -92* | -100* | -97* | -100*
CCn1cc(C(=O)N/N=C(\C)c2cccs2)c(=O)c2ccc(C)nc21
→ 93 | 96 | 100 | 94 | 91 | 93 | 97 | 101 | 99
COc1ccc(-c2nc(N/N=C/c3cccc(Br)c3)nc(N3CCOCC3)c2C#N)cc1
→ 75 | 70 | 50 | 111 | 48 | 54 | 97 | 81 | 52

(more compounds)
SMILES	OVCAR-3	OVCAR-8	DU-145	OVCAR-5	PC-3	SF-295	SK-OV-3	OVCAR-4	U251
CCCCCCCCCC(=O)Oc1ccc(/C(=C(/CC)Cc2ccccc2)c2ccc(OCCN3CCCC3)cc2)cc1	96	103	101	95	85	100	97	96	81
CCCCO[C@@H]1C=C2[C@H]3CC(C)(C)C(=O)C[C@]3(C(=O)O[C@@H]3O[C@H](CO[C@@H]4O[C@H](CO)[C@@H](OC5OC(C)C(O)C(O)C5O)[C@H](O)[C@H]4O)[C@@H](O)[C@H](O)[C@H]3O)CC[C@@]2(C)[C@]2(C)CC[C@H]3C(C)(C)C(=O)CC[C@]3(C)[C@@H]12 (stereo not given in full)	49	94	98	96	85	93	92	75	56
C#CC(C)(CC)NC(=O)OCC (stereo not given)	108	101	106	97	95	/	108	104	97
CN1CCC(c2ccccc2)(c2ccccc2)C(=O)C1	69	96	102	87	86	86	103	57	91
O=C(O)/C=C(\CCc1ccccc1)C(=O)O	110	108	114	106	101	107	116	114	99
CCOC1CCCC(n2cnc3c(Cl)ncnc32)O1 (stereo not given)	108	105	105	102	96	126	99	104	111
O=[N+]([O-])c1ccccc1I	116	113	121	118	87	115	100	/	108
Nc1c(C(=O)Nc2ccccn2)sc2nc3c(cc12)CCCCCCCC3	70	76	88	97	87	61	88	81	92
CC(=O)[C@H]1CC[C@]2(C)[C@@H]1CC[C@@H]1[C@@]3(C)CC(CCC#N)(CCC#N)C(=O)C(C)(C)[C@@H]3CC[C@]12C	107	106	108	88	94	98	103	87	102
CCC1(CC)CNC(=O)NC1	130	112	124	103	99	115	108	127	105
C=C(CNCCO)[C@@H]1CC[C@]2(CO)CC[C@]3(C)[C@H](CC[C@@H]4[C@@]5(C)CCC(NCCO)C(C)(C)[C@@H]5CC[C@]43C)[C@@H]12 (stereo not given in full)	80	76	79	91	75	81	95	77	31
Cn1c(=O)c2c(ncn2CN2CCCCC2)n(C)c1=O	103	103	105	110	100	96	98	103	102
CC(=O)N(Cc1ccccc1)c1nc2c([nH]c3ccccc32)s1	107	100	108	98	/	86	111	90	92
COC(=O)C1NC(=S)N(c2ccccc2)C1/C=C/c1ccccc1 (stereo not given)	116	101	111	103	94	99	/	/	97
O=C(NNC(=S)NCc1ccccc1)c1cc2ccc1CCc1ccc(cc1)CC2	103	106	108	100	89	100	110	95	99
Cc1nn(-c2ccc(F)cc2)c2ncnc(N3CCOCC3)c12	106	106	108	104	95	99	107	111	102
C=CC(=O)c1c(C)cc(O)cc1C	108	92	110	95	73	98	92	91	89
CCc1nc2c([nH]1)c(=O)n(C)c(=O)n2C	117	102	112	105	86	110	108	111	108
COC(=O)c1cccc(NC(=O)c2ccc(-c3cccc([N+](=O)[O-])c3)o2)c1	101	88	92	96	/	89	104	81	92
O=C(O)COc1ccccc1F	108	116	108	104	83	106	119	111	109
Cc1ccc(-c2nc(SCC(=O)c3ccccc3)nc(Nc3ccc(S(N)(=O)=O)cc3)c2C#N)cc1	/	35	61	97	93	37	107	24	47
O=C(Nc1ncc(Cc2ccccc2)s1)c1ccc2c(c1)OCCCO2	-11*	45	28	48	28	15	55	52	35
O=C(CCn1cnc2c(cc(-c3ccccc3)n2-c2ccccc2)c1=O)Nc1ccccc1	110	108	109	106	98	108	108	114	106
CN(C)c1ccc(C=Nc2n[nH]c(Nc3ccccc3)c2C#N)cc1	88	111	112	109	102	101	108	107	107
COc1ccc(/C=C2/CN(C(=O)c3ccccc3F)C/C(=C\c3ccc(OC)cc3)C2=O)cc1	27	19	42	106	52	50	77	61	9.4*
Cc1sc2nc(N3CCCCC3)[nH]c(=O)c2c1C	113	96	111	108	76	97	92	100	92
NC(=S)N/N=C/c1ccc(OC(=O)COc2ccc(Cl)cc2)cn1	56	24	29	120	64	99	82	59	33
N#CC1=C(N)Oc2c(cnn2-c2ccc([N+](=O)[O-])cc2[N+](=O)[O-])C1c1ccccc1 (stereo not given)	112	101	114	99	105	93	112	109	102
C#C[C@]1(O)CCC2C3CCC4=C(CCC(=O)C4)C3CC[C@@]21C (stereo not given in full)	/	108	/	/	107	111	145	131	114
NS(=O)(=O)c1cccc([N+](=O)[O-])c1	97	99	106	105	80	106	95	116	108
COc1ccc2cc(C(C)C(=O)Nc3ccc(C(=O)Nc4ccc(S(=O)(=O)Nc5ncccn5)cc4)cc3)ccc2c1 (stereo not given)	114	104	122	93	108	107	107	91	102
COc1cc(-c2nc(SCC(C)C)nc(N3CCOCC3)c2C#N)cc(OC)c1OC	105	90	94	99	88	99	99	85	87
CC1(C)COC(=S)N1	110	103	114	93	100	98	109	102	101
O=C(O)c1ccc(Cl)cc1O	113	98	/	106	93	102	100	109	92
COc1ccc(-c2nnc(COc3ccccc3Cl)o2)cc1	100	105	106	100	89	103	100	100	94
CCOC(=O)C(Cc1ccc(OC)c(OC)c1C)(NC(C)=O)C(=O)OCC	108	107	110	95	93	102	92	114	108
CN(C)c1ccc(-c2c(C#N)c(=O)nc3n2CC(=O)S3)cc1	119	109	127	92	109	115	102	107	105
N#Cc1ccc(NC(=O)CSc2ccc(-c3ccc(Cl)cc3)nn2)cc1	125	75	105	94	60	61	91	73	81
Nc1nc2c(F)c(F)c(F)c(F)c2s1	104	100	114	104	104	96	100	104	97
COc1cc(-c2nn(-c3ccccc3)cc2-c2ccnc(NCCNS(=O)(=O)c3ccccc3)n2)ccc1Cl	84	86	100	107	/	90	91	86	84
CSc1ncc(C)c(=O)[nH]1	116	96	117	109	98	101	102	115	99
COc1ccc(-c2nn(C(=O)NCCN3CCCCC3)cc2-c2ccncc2)cc1Cl	101	46	99	100	106	103	75	98	91
O=[N+]([O-])c1cc(-c2nnc(Cn3c(COc4cccc5ccccc45)nc4ccccc43)o2)cc([N+](=O)[O-])c1	98	87	104	101	70	105	102	106	97
CC(C)CNC(=O)C(NC(=O)CC(C)C)P(=O)(O)O (stereo not given)	114	96	110	103	104	108	104	106	101
COc1ccc2nc(-c3ccc(Cl)cc3)cc(-c3nnc(SCC(=O)Nc4ccc(C(C)=O)cc4)o3)c2c1	111	85	102	97	94	/	81	112	48
COc1ccc(N2C(=O)N(c3ccc(C)cc3)C(=O)C2=S)cc1	102	112	107	96	102	103	100	98	106
